# SIRT5 block: blocks human SIRT5 desuccinylation of peptide. 330,000 compounds, 1.1% hits. Q9NXA8. inhibition, % at 15 µM. Purified SirT5, succinyl-peptide AMC, trypsin-coupled fluorescence. AID 652115; in the data active means inhibition above about 15%; inconclusive means no clear call, values can overlap the other calls
# Target sequence (Q9NXA8 whole entry, looked up): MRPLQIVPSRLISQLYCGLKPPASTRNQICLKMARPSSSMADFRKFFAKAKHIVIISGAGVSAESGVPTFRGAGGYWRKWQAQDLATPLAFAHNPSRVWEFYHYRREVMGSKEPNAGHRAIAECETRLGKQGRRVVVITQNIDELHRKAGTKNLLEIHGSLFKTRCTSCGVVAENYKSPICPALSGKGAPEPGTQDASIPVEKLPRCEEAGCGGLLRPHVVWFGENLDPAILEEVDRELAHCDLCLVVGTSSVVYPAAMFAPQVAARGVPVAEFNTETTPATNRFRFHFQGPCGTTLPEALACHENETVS
# ERp5 block: inhibitors of human ERp5; Q15084; ERp5 insulin aggregation, absorbance 650 nm, 90 min; inhibition, % at 9.99 µM; 350,000 compounds, 0.05% hits; AID 651711;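 active means mean replicate inhibition above about 25%, with every replicate also reaching it, limit read from the data, passing the limit was not always enough; inconclusive means only one of those two criteria met; inactive means neither criterion met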
# Target sequence (Q15084 whole entry, looked up): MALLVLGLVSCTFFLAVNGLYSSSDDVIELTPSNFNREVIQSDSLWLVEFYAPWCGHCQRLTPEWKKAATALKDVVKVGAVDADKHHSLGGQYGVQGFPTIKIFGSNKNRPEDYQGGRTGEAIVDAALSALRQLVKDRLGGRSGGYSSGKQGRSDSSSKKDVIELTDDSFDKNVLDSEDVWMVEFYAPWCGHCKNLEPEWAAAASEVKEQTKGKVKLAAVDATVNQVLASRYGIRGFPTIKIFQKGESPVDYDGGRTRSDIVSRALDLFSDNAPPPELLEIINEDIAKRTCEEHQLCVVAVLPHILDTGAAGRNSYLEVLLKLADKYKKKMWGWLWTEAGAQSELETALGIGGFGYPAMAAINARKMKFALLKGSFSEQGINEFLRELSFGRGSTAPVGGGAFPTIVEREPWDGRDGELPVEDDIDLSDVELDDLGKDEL
# DENV2 CPE: protects cells from dengue virus 2 cytopathic effect. DENV2-infected cells, cytopathic effect rescue, plate reader. 350,000 compounds, 1.7% hits. CPE inhibition, % at 9.99 µM; in the data active means CPE inhibition above about 20%, passing the limit was not always enough; inconclusive means no clear call, values can overlap the other calls; tested in BHK-21 cells;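 further: 0% = median of neutral control wells and 100% = median of positive control wells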
# ERAP1 HTS inh: ERAP1 (human) enzyme inhibition; Q9NZ08; recombinant ERAP1, Leu-AMC fluorescence, 60 min; inhibition, % at 10.7 µM; 340,000 compounds, 0.15% hits; AID 652197;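 active means mean replicate inhibition of at least 30%, or all replicates individually reaching that 30% level; inactive means mean below 30% and not every replicate reaching it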;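 further: 0% = neutral control wells and 100% = L-leucinethiol positive control wells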
# miR122 inh: inhibitors of miR-122 in Huh7 cells. 340,000 compounds, 0.3% hits. AID 602342. Huh7 miR-122 Renilla luciferase sensor, 48 h; neutral wells = 0, positive control = 100. activation (reporter increase), % at 12.5 µM;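 active means mean replicate activation score at least 90 and every replicate individually at or above 90; inconclusive means only one of the two criteria met; inactive means neither criterion met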;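 further: higher luciferase means less miR-122 activity so hits act as miR-122 inhibitors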
# CASP6 VEID inh: inhibitors of human caspase-6; purified caspase-6, Z-VEID-R110 cleavage fluorescence; 350,000 compounds, 0.53% hits; inhibition, % at 12.5 µM; AID 686996;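 active means mean inhibition across replicates at least about 35%, with every replicate also reaching that limit, limit read from the data; inconclusive means only one of the two criteria met; inactive means neither criterion met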;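 further: 0% = median of neutral control wells and 100% = no fluorescence left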
# Target sequence (P55212 24-179 limits assumed): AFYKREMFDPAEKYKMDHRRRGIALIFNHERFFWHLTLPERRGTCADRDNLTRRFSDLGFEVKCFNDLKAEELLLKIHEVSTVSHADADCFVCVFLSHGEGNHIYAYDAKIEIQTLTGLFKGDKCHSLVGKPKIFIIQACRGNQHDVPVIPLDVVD
# Target sequence (P55212 194-293 limits assumed): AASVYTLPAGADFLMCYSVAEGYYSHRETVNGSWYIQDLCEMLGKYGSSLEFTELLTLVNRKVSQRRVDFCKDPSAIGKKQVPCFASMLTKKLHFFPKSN
# CFTR F508del cor: CFTR F508del correction in bronchial cells; 350,000 compounds, 0.36% hits; CFBE cells, YFP halide quenching; stimulated with forskolin plus potentiator P3; % fluorescence drop versus neutral controls; AID 720511; activity (quench increase), % at 7.58 µM;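 active means mean added fluorescence quench of at least 8% versus neutral control, with both replicates also reaching 8%; inconclusive means only one of the mean or replicate conditions met; inactive means mean below 8% and not both replicates reaching 8%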;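 further: cells transiently co-express mutant CFTR-F508del with the halide-sensitive YFP; corrector assay measuring rescue of mutant channel to the surface after 24 h compound exposure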
# The depositor's hits bear a star; ? = inconclusive; · = no result given; [ ] = another dose, or the depositor's remark.
SIRT5 block	ERp5 block	DENV2 CPE	ERAP1 HTS inh	miR122 inh	CASP6 VEID inh	CFTR F508del cor	compound
-3	-7	-8	1	-3	-1	7.1	CC1(C)Cc2c(C#N)c(NCCCO)nc(-c3ccccc3)c2CO1
4	-5	?	3	-5	1	-0.2	COc1ccc(C(=O)N/N=C(/C)c2cccc(NC(=O)c3ccncc3)c2)cc1OC
-5	32*	1	4	·	35	·	COCCNC(=O)c1ccccc1NS(=O)(=O)c1ccc(C)c([N+](=O)[O-])c1
-1	1	4	3	-4	-4	0.9	Cc1ccc(C(=O)N/N=C\c2ccc3c(c2)OCO3)cn1
-2	-2	-3	2	4[16.7 µM]	1	2.4	CS(=O)(=O)N1C[C@@H](O)COC[C@H]2O[C@@H](CC(=O)NCc3ccc(-c4ccccc4)cc3)CC[C@@H]21
2	-13	0	-1	1	2	0.3	Cc1cccc(C)c1NC(=O)COC(=O)CN1C(=O)C2CCCCC2C1=O (stereo not drawn)
-1	-3	?	2	-9	2	-7.7	Cc1ccc(NC(=O)COc2ccc(Cl)cc2Cl)cc1S(=O)(=O)N1CCOCC1
0	-4	5	3	·	1	·	CCNC(=O)OCC12CC3CC(CC(C3)C1)C2
1	-1	-7	1	75	-2	-1.4	O=C(c1cc(Sc2cccc(Cl)c2)nc2ccccc12)N1CCN(c2ccccn2)CC1
-4	-13	5	2	·	2	0.6	COc1ccccc1-n1ccnc(SCC(=O)NC2CCCC2)c1=O
2	1	2	2	3	2	-1.9	COc1cc(/C=N/NC(=O)C(=O)N2CCCCCC2)ccc1O
1	4	14	0	-4	5	1.7	Cc1cc(O)c(Sc2ncn[nH]2)cc1NS(=O)(=O)c1ccc(Cl)cc1
-1	-6	-8	4	5[16.7 µM]	·	-0.3	C[C@@H]1CN([C@@H](C)CO)C(=O)c2cccc(NC(=O)c3ccncc3)c2O[C@@H]1CN(C)Cc1ccccc1
-1	-2	5	3	-2[16.7 µM]	-1	-0.8	C/C=C/c1cnc2c(c1)C(=O)N([C@H](C)CO)C[C@@H](C)[C@H](CN(C)C(=O)NC1CCCC1)O2
-5	0	-1	-2	-4	2	3.1	CC(C)(C)Cc1c(C2CCCCC2)nc2ccc(Br)cn12
-2	-5	-2	-4	-7[16.7 µM]	-3	-0.7	COc1ccc(S(=O)(=O)Nc2cccc3c2O[C@@H](CN(C)C(=O)Nc2ccc4c(c2)OCO4)[C@H](C)CN([C@@H](C)CO)C3=O)cc1
5	0	-3	2	·	-2	0.5	COc1cc2c(c(OC)c1OC)-c1ccc(OC)c(=O)cc1C(NC(C)=O)CC2 (stereo not drawn)
-3	5	4	2	4	0	-1.6	O=C(COC(=O)Cc1ccccc1F)NCc1ccc(Cl)cc1
3	-1	-1	0	-18[16.7 µM]	-2	0.0	CCC(=O)N(CC)C[C@@H]1[C@@H](c2ccc(-c3ccccc3)cc2)[C@H](CO)N1C(C)=O
·	-2	-12	-4	-1	-3	-2.2	Cc1ccccc1C#N
1	5	-3	-1	7	5	-0.5	Cn1c(=O)oc2cc(S(=O)(=O)Nc3ccccc3F)ccc21
7	-9	-8	3	·	0	-0.2	O=C1c2ccccc2C2Cc3nnccc3CN12 (stereo not drawn)
4	3	·	-3	·	0	-0.3	C/C=C/c1ccc([C@@H]2[C@@H](CO)N(c3nc(CC)cs3)[C@H]2C#N)cc1
-4	1	2	12	-7	6	-0.1	Cc1cccc(NC(=O)c2ccccc2NC(=O)Cc2ccccc2)c1C
-4	3	-6	-2	-8	-3	5.2	O=[N+]([O-])c1cc(/C=N\Nc2ccccn2)ccc1Cl
·	14	4	-3	-1	-8	0.7	COc1cccc(C=NNc2ccc([N+](=O)[O-])cn2)c1OC
-9	4	·	·	-3	6	-0.9	O=C(CSc1ncnc2scc(-c3ccccc3)c12)Nc1ccc(C(=O)O)cc1
1	0	15	-1	·	-13	·	CN1C(=O)c2cc(NC(=O)Cc3cccs3)ccc2OC[C@@H]2O[C@@H](CC(=O)N[C@@H]3CCN(Cc4ccccc4)C3)CC[C@@H]21
-2	2	-3	5	·	13	-3.1	S=c1[nH]nc(CN2CCCCC2)n1Cc1ccccc1
1	3	-6	-1	·	5	-3.5	O=C(Nc1ccc2c(c1)[C@H]1C[C@@H](CC(=O)N3CCCCC3)O[C@@H](CO)[C@H]1O2)NC1CCCCC1
·	2	?	·	·	-1	2.9	C=CCCC1CN(Cc2ccc(OC)cc2)S(=O)(=O)c2c(Oc3ccc(OC)cc3)cccc2O1 (stereo not drawn)
-4	4	-10	-4	-5	-1	-2.1	CCN(CC)S(=O)(=O)c1ccc2nc(CCl)[nH]c2c1
-4	3	1	-3	·	-2	-0.1	Cc1cc(C)n(CCCNC(=O)c2ccc(C)o2)n1
-1	-4	-3	-3	-2	2	-4.1	COC(=O)c1cc(C(=O)OCC(=O)c2ccc3c(c2)NC(=O)CO3)cc([N+](=O)[O-])c1
2	-5	-5	0	·	1	-0.2	Cc1cccnc1NC1CCCCC1
-5	2	1	1	·	-8	0.0	Cc1oc(-c2ccc(Cl)cc2)nc1CS(=O)CC(=O)NCCCN1CC(C)CC(C)C1 (stereo not drawn)
1	-13	-7	-6	-3	-3	1.3	C#CCOCCOCCOCCNc1nc(N2CCN(C(=O)CCCCCCCCCCNC(=O)Cn3cc(C[C@@H](C)O)nn3)CC2)nc(N2CCN(C(=O)CCCCCCCCCCNC(=O)Cn3cc(C[C@@H](C)O)nn3)CC2)n1
·	-3	-6	-3	·	·	3.1	COc1ccc2c3c([nH]c2c1)[C@H](CO)N(C(=O)NC1CCCC1)CC31CN(S(C)(=O)=O)C1
-3	-7	8	-6	-14	-3	0.8	Cc1ccc([N+](=O)[O-])cc1N=Nc1c(C)[nH]n(C(N)=S)c1=O
2	-1	18	4	-10	1	3.6	Cc1cccc(C(=O)OCC(=O)N2CCN(C(=O)c3ccco3)CC2)c1O
8	1	-8	2	4[16.7 µM]	-1	0.5	COc1ccc(NC(=O)N2C[C@@H](O)COC[C@@H]3O[C@H](CC(=O)N4CCCCC4)CC[C@H]32)cc1
1	-7	?	-7	4	1	-1.4	COC(=O)N/N=C/c1cn(CCOc2cccc(OC)c2)c2ccccc12
-1	-8	7	0	-3	2	-3.8	Cc1cccc(NC(=O)CCNS(=O)(=O)c2cccc3nsnc23)c1C
-5	-2	17	1	·	-22	0.1	CCN1CCN(CCC(=O)Nc2ccc(C)cc2)CC1
7	-20	42*	-2	-5[16.7 µM]	0	0.2	COCC(=O)Nc1ccc2c(c1)C(=O)N(C)C[C@H](OC)[C@H](C)CN(C(=O)CC1CC1)[C@H](C)CO2
·	4	-10	3	0	2	2.2	CCOC(=O)[C@@H]1[C@H]2COc3ccccc3[C@@H]2N2C(=O)N(c3ccc(F)cc3)C(=O)[C@]12C
0	5	10	0	-4[16.7 µM]	3	1.2	CCCN1[C@@H]2c3ccc(-c4cccc(C(=O)N(C)C)c4)c(=O)n3C[C@@H]2[C@@H](CO)[C@@H]1C(=O)NCCOC
1	-8	-1	-2	·	0	0.8	CC(=O)Nc1cccc(/C(C)=N/NC(=O)c2ccc3c(c2)OCO3)c1
2	-2	?	3	·	-2	1.8	COc1ccc(NC(=O)NC[C@H]2CC[C@H]3[C@H](CN3Cc3ccccc3C(=O)O)O2)cc1
4	2	10	1	1	-5	-1.4	CN(C)c1ccc(S(=O)(=O)N2CCCCC2)cc1NC(=O)C1=NN(c2ccccc2)C(=O)CC1
-35	-1	2	-2	·	3	3.5	COc1ccc(-c2ccc([C@@H]3[C@@H](CO)N4C(=O)CN(C(=O)NC(C)C)C[C@H]34)cc2)cc1
-2	3	5	0	0	·	-2.1	CCSCC(C)(C)n1[nH]c2ccccc2c1=O
-4	-5	1	-4	·	-2	1.1	c1cncc(-c2ccnc3ncnn23)c1
4	4	10	·	-4	-1	-0.9	COc1ccccc1-c1ccc(/C=C2\C=CC(=O)O2)o1
-26	-3	-1	-5	·	1	-8.6	COCCCNC(=O)c1cc2cc3cc(OC)ccc3nc2o1
-2	10	-4	-6	6	-3	-0.6	O=C(NCC(c1ccco1)N1CCc2ccccc2C1)C(=O)Nc1ccccc1 (stereo not drawn)
0	3	0	1	-5	-1	1.4	CC(NC(=O)c1ccccc1)C(=O)OCC(=O)c1ccc(Br)cc1 (stereo not drawn)
4	1	-6	0	-1	0	-1.7	Cc1cc(OCC(=O)OCC(=O)Nc2cccnc2Cl)ccc1Cl
1	6	-4	·	3	1	-1.3	Cn1c(=O)c2c(-c3ccccc3)n(-c3ccccc3Br)cc2n(C)c1=O
3	-4	-4	-1	·	2	-3.2	O=C(NCCCN1CCOCC1)c1ccc2c(c1)N(Cc1c(F)cccc1Cl)C(=O)c1ccccc1S2

# Part of the list above in order of SMILES length, ascending:
SIRT5 block	ERp5 block	DENV2 CPE	ERAP1 HTS inh	miR122 inh	CASP6 VEID inh	CFTR F508del cor	compound
4	1	-6	0	-1	0	-1.7	Cc1cc(OCC(=O)OCC(=O)Nc2cccnc2Cl)ccc1Cl
1	-8	-1	-2	·	0	0.8	CC(=O)Nc1cccc(/C(C)=N/NC(=O)c2ccc3c(c2)OCO3)c1
·	2	?	·	·	-1	2.9	C=CCCC1CN(Cc2ccc(OC)cc2)S(=O)(=O)c2c(Oc3ccc(OC)cc3)cccc2O1 (stereo not drawn)
-1	-4	-3	-3	-2	2	-4.1	COC(=O)c1cc(C(=O)OCC(=O)c2ccc3c(c2)NC(=O)CO3)cc([N+](=O)[O-])c1

# Continued:
SIRT5 block	ERp5 block	DENV2 CPE	ERAP1 HTS inh	miR122 inh	CASP6 VEID inh	CFTR F508del cor	compound
-5	7	-4	-2	-3	1	1.0	COC(=O)C1=C(C)NC(=O)C1(NC(=O)c1ccncc1)C(F)(F)F (stereo not drawn)
-4	-6	-2	2	·	30	·	C=CCNC(=S)NCc1cccnc1
·	3	38*	-2	·	-4	0.3	Cc1nc2ccccc2n1C(c1cccnc1)c1nc2ccccc2[nH]1 (stereo not drawn)
-26	-1	-3	-1	-3	-3	4.3	CCn1c(-c2ccc[nH]c2=O)nc2ccccc21
2	2	-9	-2	·	-1	0.1	O=C(CCCc1ccccc1)Nc1ccnn1C1CCN(Cc2ccccn2)CC1
0	-3	-8	-4	·	-1	-0.5	O=S(=O)(N[C@@H]1CCCN(Cc2ccc(OCCO)cc2)C1)c1cccc2cccnc12
-2	-1	4	3	0	0	-0.1	COc1ccc2c(c1OC)C(=O)N1N=C(c3ccc(Cl)cc3)CC21 (stereo not drawn)
-3	8	·	0	·	3	-0.8	Cc1ccc(NC(=O)COC(=O)CNC(=O)c2ccc3ccccc3c2)c([N+](=O)[O-])c1
-1	-4	1	2	29	28	-0.2	COc1ccc(C)cc1N(CC(=O)N/N=C/c1ccc2c(c1)OCO2)S(C)(=O)=O
-2	-5	9	2	2	1	2.1	COc1cc(C(=O)N2c3ccccc3CCC2C)cc(OC)c1OC (stereo not drawn)
-1	3	4	-6	-2[16.7 µM]	-1	1.4	C[C@H](CO)N1C[C@H](C)[C@@H](CN(C)S(C)(=O)=O)Oc2ccc(NC(=O)Cc3cn(C)c4ccccc34)cc2CC1=O
·	-2	13	-7	·	·	1.9	COCC(=O)N1CCC2(CC1)CN(C(=O)Cc1ccccc1)[C@@H](CO)c1c2c2ccc(OC)cc2n1C
-2	-1	12	0	6[16.7 µM]	3	-0.2	COc1cccc(CNC(=O)[C@@H]2[C@@H](CO)[C@@H]3Cn4c(cccc4=O)[C@H]2N3C(=O)C2CCC2)c1
2	-2	-2	1	·	1	-1.5	O=C(N[C@H]1CC[C@H](CCNS(=O)(=O)Cc2ccccc2)O[C@H]1CO)c1ccc2c(c1)OCO2
11	0	-5	-5	3	7	-0.5	COc1ccc(-c2nn(-c3ccccc3)cc2/C=C(\CC(=O)O)c2nc3ccccc3s2)cc1OC
1	6	7	-1	5	-8	-1.4	Cc1ccc(SCCOCCN2CC(C)OC(C)C2)cc1 (stereo not drawn)
·	3	·	-2	2	9	0.4	CCC/C(=C1/c2ccccc2C(=O)N1c1ccccc1)c1ccc2[nH]ccc2c1
